# Giardia killer – Small Molecules that selectively kill Giardia lamblia: qHTS; activity change, % at 7.66 µM, hits read low; 340,000 compounds, 0.15% hits; Giardia lamblia trophozoite viability; in the data active = activity change below about -80%; inconclusive = between about -30% and that limit;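 note: parasites exposed to compound for two days anaerobically before the ATP read; % is set by controls: 0 for no effect and ±100 for the full control effect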
#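 Giardia trophozoites, 100 cells per well, were exposed to compounds for 48 hrs at 37 deg C under anaerobic conditions; viability was then read as ATP content by bioluminescence after 15-30 min at room temperature.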
# RORgamma inh – qHTS for inhibitors of ROR gamma transcriptional activity. Nuclear receptor ROR-gamma (Mus musculus), P51450. Drosophila S2 Gal4-RORgamma UAS-luciferase reporter, 20 h. Potency, µM (series often up to 53.6 µM), for the others: at the highest dose activity change, negative = inhibition, usual class: inhibitors. 310,000 compounds, 5.4% hits; note: potency is the fitted concentration of half-maximal effect; % is set by controls: 0 for no effect and ±100 for the full control effect; nearly all actives have a fitted effect of over 60% in size
#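 Luminescence from a UAS-regulated Photinus luciferase reporter in stably transfected Drosophila Schneider cells is measured; decreased signal marks ROR gamma inhibition. Fusion expression is induced by 700 uM copper sulfate for 20 hr.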
# KCNH2 3.1 inh – qHTS for Inhibitors of KCHN2 3.1: Mutant qHTS | Potassium voltage-gated channel subfamily H member 2, brain isoform KCNH2 3.1 (human) | U2OS KCNH2 3.1, thallium flux FluxOr; hits give low values | activity change, % (tested at about 1.8 µM) | 340,000 compounds, 0.95% hits | AID 720553, 2013;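 active = maximum activity change below -70%; inconclusive = maximum activity change from -70% to -50%; inactive = maximum activity change above -50%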;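 note: thallium influx rate constant from kinetic fluorescence after stimulation buffer; % is set by controls: 0 for no effect and ±100 for the full control effect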
#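 We transduce U2OS cells with the mutant 3.1 virus, culture them overnight, load FluxOr with Red40 quencher for 45 min, then add stimulation buffer and read kinetically for 2 min to derive a normalized rate constant.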
# ELG1 genotox – qHTS screen for small molecules that induce genotoxicity in human embryonic kidney (HEK293T) cells expressing luciferase-tagged ELG1; HEK293T ELG1-luciferase reporter, luminescence, 16 h; Potency, µM (top dose mostly 46 µM), inactives show at the highest dose activity change, positive = activation, most hits filed as activators; 330,000 compounds, 1.3% hits; AID 504466, 2011; note: potency is the fitted concentration of half-maximal effect; % of control where 0% means no effect; nearly all actives have a fitted effect of over 60% in size
#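 Cells (2,000/well) expressing the ELG1-luciferase fusion are dosed by pin tool and kept 16 hr at 37 °C, 5% CO2. Signal comes from ONE-Glo luciferase reagent after 30 min at room temperature.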
# FBPA coupling cs – qHTS Assay for Inhibitors of Fructose-1,6-bisphosphate Aldolase from Giardia Lamblia: Coupling assay counterscreen; coupling enzyme system counterscreen, AmpLite Red fluorescence; activity change, negative = inhibition, % at 58.2 µM, hits read low; 290,000 compounds, 0.67% hits; in the data active = activity change below about -30%; note: % is set by controls: 0 for no effect and ±100 for the full control effect
#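 Counterscreen of the coupled detection system alone, without aldolase: glyceraldehyde-3-phosphate coupling enzymes plus AmpLite Red readout. Compounds at 57.5 uM final, 10 min RT preincubation, 20 min RT reaction, fluorescence 525/598 nm.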
# NPC1 promoter act – qHTS Assay for NPC1 Promoter Activators; Huh7 NPC1 promoter luciferase reporter, 24 h; Potency, µM (titrated, usually from 9.22 µM), for the others: top-dose activation, actives largely listed as activators; 320,000 compounds, 2.4% hits; AID 485313, 2010;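 note: potency is the fitted concentration of half-maximal effect; % of control where 0% means no effect; nearly all actives have a fitted effect of over 60% in size; reporter is driven by a mutant NPC1 promoter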
#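 Stably transfected Huh7 (NPC1 promoter→luciferase), 1500 cells/well in Opti-MEM + 10% FBS, 2 h settle, then compound 24 h at 37 °C. Luminescence after 10 min with Amplite reagent.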
# Rab9 promoter act – qHTS Assay for Rab9 Promoter Activators; Huh7 Rab9 promoter-luciferase reporter, luminescence, 24 h; Potency, µM (top dose mostly 9.22 µM), for inactives: at the top dose activation, negative = inhibition, hits mostly activators; 320,000 compounds, 2.8% hits; AID 485297, 2010; note: potency is the fitted concentration of half-maximal effect; % of control where 0% means no effect; nearly all actives have a fitted effect of over 60% in size
#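 Rab9 promoter-driven luciferase in stably transfected Huh7 cells; 1500 cells/well rested 2 h, exposed to compound in DMSO for 24 h at 37 °C, 5% CO2. Luminescence read 10 min after adding luciferase reagent at ambient temperature.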
# VP16 counter – VP16 counterscreen qHTS for inhibitors of ROR gamma transcriptional activity; Potency, µM (titrated, usually from 53.6 µM), without a hit: at the highest dose activity, negative = inhibition, most hits filed as inhibitors; 310,000 compounds, 3.5% hits; Drosophila S2 Gal4-VP16 UAS-luciferase, luminescence, 20 h;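 note: Gal4-VP16 expression switched on by copper sulfate through the metallothionein promoter; potency is the fitted concentration of half-maximal effect; % is set by controls: 0 for no effect and ±100 for the full control effect; nearly all actives have a fitted effect of over 50% in size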
# FLuc modulator – qHTS profiling assay for firefly luciferase inhibitor/activator using purifed enzyme and Km concentrations of substrates (counterscreen for miR-21 project); 360,000 compounds, 6.9% hits; purified FLuc, Km substrates, luminescence inhibition; Potency, µM (titrated, usually from 57.5 µM), for inactives: at the highest dose activity change, negative = inhibition, actives largely listed as inhibitors; AID 588342, 2011;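 note: potency is the fitted concentration of half-maximal effect; plate controls were vehicle for no effect and reference inhibitor for full effect; nearly all actives have a fitted effect of over 55% in size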
# Target sequence (P08659 whole entry, looked up): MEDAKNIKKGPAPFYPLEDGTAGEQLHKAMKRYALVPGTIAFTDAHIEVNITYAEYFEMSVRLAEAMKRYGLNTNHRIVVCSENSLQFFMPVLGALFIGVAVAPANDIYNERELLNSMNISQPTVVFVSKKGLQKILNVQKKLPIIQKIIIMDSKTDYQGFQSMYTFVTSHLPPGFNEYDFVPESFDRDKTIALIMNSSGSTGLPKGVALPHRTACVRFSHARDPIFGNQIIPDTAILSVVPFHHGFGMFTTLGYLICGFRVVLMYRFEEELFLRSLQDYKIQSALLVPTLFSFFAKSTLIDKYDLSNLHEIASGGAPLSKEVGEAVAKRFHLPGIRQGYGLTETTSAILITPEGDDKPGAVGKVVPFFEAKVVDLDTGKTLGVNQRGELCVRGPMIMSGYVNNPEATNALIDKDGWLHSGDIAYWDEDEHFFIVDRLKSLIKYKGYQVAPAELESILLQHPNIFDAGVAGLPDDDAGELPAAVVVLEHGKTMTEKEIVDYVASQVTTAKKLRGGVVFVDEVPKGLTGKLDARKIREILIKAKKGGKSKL
#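 Purified P. pyralis luciferase (10nM final) with 10uM D-luciferin and 10uM ATP (Km levels) in 50mM Tris acetate pH 7.5, 10mM Mg acetate, 0.01% Tween-20, 0.05% BSA; qHTS 6-point titration, ~60 µM downward; luminescence read.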
# uPA generation – qHTS for Inhibitors of Cell Surface uPA Generation. cell surface uPA generation assay, qHTS. 330,000 compounds, 0.31% hits. Potency, µM (highest dose often 38.3 µM), inactives show top-dose activity change, negative = inhibition, hits mostly inhibitors; active = well fitted inhibition curve with a large enough effect; inconclusive = small, poorly fitted or top-dose-only effect; inactive = no such curve, though single readings can be large or run the other way; tested in mouse RAW 264.7 cells; note: potency is the fitted concentration of half-maximal effect; % is set by controls: 0 for no effect and ±100 for the full control effect; nearly all actives have a fitted effect of over 55% in size
# Tb PFK inh – qHTS Assay to Find Inhibitors of T. brucei phosphofructokinase. 330,000 compounds, 0.17% hits. T. brucei PFK, ADP-Glo luminescence. ATP-dependent 6-phosphofructokinase (Trypanosoma brucei brucei), O15648. AID 485367, 2010. Potency, µM (top dose mostly 57.5 µM), for the others: at the highest dose activity, negative = inhibition, hits mostly inhibitors;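 note: potency is the fitted concentration of half-maximal effect; 0% = uninhibited 1x PFK enzyme wells and -100% = no-enzyme wells; nearly all actives have a fitted effect of over 60% in size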
# Target sequence (O15648 whole entry, looked up): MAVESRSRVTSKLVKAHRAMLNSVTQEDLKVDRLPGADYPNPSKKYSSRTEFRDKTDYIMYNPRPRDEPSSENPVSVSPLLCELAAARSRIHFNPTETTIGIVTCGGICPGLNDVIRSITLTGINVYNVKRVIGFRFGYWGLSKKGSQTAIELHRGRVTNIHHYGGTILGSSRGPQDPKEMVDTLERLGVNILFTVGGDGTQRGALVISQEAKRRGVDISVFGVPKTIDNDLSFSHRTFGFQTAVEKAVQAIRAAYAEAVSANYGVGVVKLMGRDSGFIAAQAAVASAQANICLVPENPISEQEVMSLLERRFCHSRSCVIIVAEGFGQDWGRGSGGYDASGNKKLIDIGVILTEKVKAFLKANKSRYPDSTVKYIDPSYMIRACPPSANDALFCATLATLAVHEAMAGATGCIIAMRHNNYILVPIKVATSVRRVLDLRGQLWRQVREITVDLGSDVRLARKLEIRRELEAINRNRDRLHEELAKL
#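 PFK 1.25 nM, F6P 0.5 mM, ATP 0.1 mM, 0.1 M TEA pH 8.0, 5 mM MgCl2, 0.01% Tween20, 0.1% BSA; 45 min RT. ADP-Glo readout. qHTS titration up to 57 uM; curves fitted, compounds curve-classed.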
# The depositor's hits bear a star; ? = inconclusive; · = not tested or not shown; & = joins results of further samples; [ ] = dose if it differs, or a comment. Unless noted, calls come from the whole dose curve; as a rule, active = well fitted curve in the direction sought with a large enough effect; inconclusive = small, poorly fitted or top-dose-only effect, or another doubt; inactive = no such curve, though single readings can be large; an effect the other way counts as inactive or inconclusive.
smiles	Giardia killer	RORgamma inh	KCNH2 3.1 inh	ELG1 genotox	FBPA coupling cs	NPC1 promoter act	Rab9 promoter act	VP16 counter	FLuc modulator	uPA generation	Tb PFK inh
CC(C)(C)c1csc(NC(=O)c2c(F)c(F)c(F)c(F)c2F)n1	16	·	?	6%	1	1%	11%	·	0%	?	1%
CSc1ccccc1C(=O)N1CCC2(CC1)CC(=O)c1ccccc1O2	-8	·	3	-10%	·	-1%	3%	·	1%	-1%	-4%
Cc1onc(-c2ccccc2Cl)c1C(=O)Nc1ccc(CN2CCCC2)cc1	5	-16%	0	-1%	-1	-1%	0%	-1%	4%	-2%	-1%
CC(C)[C@H](NC(=O)N1CC(=O)Nc2ccccc21)C(=O)N[C@@H](Cc1c[nH]c2ccccc12)C(=O)O	26	8%	-2	-2%	1	-1%	0%	-2%	2%	-8%	1%
O=C(CCNS(=O)(=O)c1ccccc1C(F)(F)F)NCC(c1ccco1)N1CCCCC1 (stereo not given)	0	·	4	1%	·	2%	-2%	·	7%	-1%	1%
O=C(Nc1ccccc1)c1ccc(-c2ccc(F)cc2)s1	-13	36%	-13	7.3µM*	2	?	?	?	?	3%	-1%
Cc1ccc(CSCC(=O)NN=C2CCN(C)CC2)cc1	-13	-22%	-11	-1%	-4	-2%	3%	-1%	-1%	-1%	-2%
CN(C(=O)COC(=O)CNC(=O)c1ccc(Cl)cc1Cl)c1ccccc1	20	17%	-2	1%	2	-1%	-4%	-3%	-5%	-1%	-1%
CCC(=O)N/N=C/c1ccc(-c2ccc([N+](=O)[O-])cc2)o1	22	-9%	-1	-3%	3	-1%	-6%	9%	-9%	1%	-8%
CCCCn1c(N)c(N(CCC(C)C)C(=O)c2[nH]c(C)c(C(=O)OCC)c2C)c(=O)[nH]c1=O	4	·	1	-2%	·	-1%	1%	·	0%	-1%	0%
CCOC(=O)CSc1nc2ccccc2c(=O)n1CC1CCCC1	-11	10%	-1	-3%	3	0%	-2%	-12%	3%	0%	-2%
Cc1ccc(C(=O)C(C)OC(=O)CNC(=O)c2ccc(Br)o2)cc1 (stereo not given)	13	·	35	2%	·	2%	-1%	·	6%	-2%	-5%
CCOC(=O)C1(CCc2ccccc2)CCN(C(=O)C2=C(C)OCCO2)CC1	-11	17%	-22	0%	-1	0%	22%	10%	?	0%	1%
Cc1ccnc(NC(=O)CNC(=O)COc2ccccc2)c1	-29	·	4	?	·	13%	7%	·	19µM*	0%	0%
CN(C)CCCNC(=O)c1ccc(-c2nc(-c3ccc(Cl)cc3)cs2)cc1	-12	-84%	-31	?	2	?	?	?	?	10%	2%
O=C(c1nc2ccccn2c1CNCCCn1nnc2ccccc21)N1CCOCC1	-16	-2%	-7	-1%	-1	0%	-4%	-4%	0%	-6%	-5%
CC(NC(=O)c1cccs1)C(c1cccs1)N1CCOCC1 (stereo not given)	8	-3%	1	-2%	-5	0%	-1%	0%	-3%	-2%	-6%
O=C(NC1CCCCC1)c1ccc(Cl)c(NC(=O)c2ccccc2F)c1	·	-6%	·	-1%	0	-2%	-2%	-14%	2%	·	1%
COc1ccc(CC(=O)NC2CCN(CC(=O)N3CCCc4ccccc43)CC2)cc1OC	-18	9%	10	0%	3	1%	1%	-3%	-2%	·	-1%
NCCNC(=O)c1c(NC(=O)c2ccccc2)sc2c1CCCC2	-13	?	6	11%	0	-2%	-3%	-5%	?	3%	3%
COc1cc(OC)c(-c2nc(-c3ccncc3)no2)cc1OC	-1	35%	-25	-3%	0	0%	2%	-5%	-1%	24%	1%
CCC(=O)Nc1ccc(NCc2ccc(-c3ccccc3)cc2)cc1	9	18%	-4	-9%	-4	0%	8%	1%	-12%	-2%	1%
Cc1ccc(OCC(=O)c2cc(C)n(CC(F)(F)F)c2C)c([N+](=O)[O-])n1	-11	37%	8	1%	3	1%	1%	9%	-2%	0%	1%
COc1cc(OC)c(OC)cc1CN1CCCC(C(=O)c2ccccc2SC)C1 (stereo not given)	-4	-19%	6	-12%	-2	0%	-11%	-1%	1%	-3%	0%
CC1(C)CCCN(C(=O)c2ccc3c(c2NCCO)C(=O)c2ccccc2C3=O)C1	16	28%	11	-1%	-2	-7%	-5%	?	-29%	-6%	-13%
COc1ccc(NC(=O)C2CCCN(S(=O)(=O)c3ccc4c(c3)oc(=O)n4C)C2)c(OC)c1 (stereo not given)	20	22%	17	3%	2	5%	-5%	-8%	-9%&-2%	6%	0%
CC(C)(Oc1ccc(Cl)cc1)C(=O)NCc1ccc(S(N)(=O)=O)cc1	6	14%	-3	-1%	2	-1%	-4%	6%	-2%	-3%	-7%
O=C(CN1C(=O)/C(=C\c2cccs2)SC1=S)Nc1cccc(C(=O)O)c1	10	13%	25	-2%	7	0%	11%	-3%	?	-1%	0%
O=Cc1cccn1Cc1ccc(Cl)cc1Cl	-1	1%	?	7%	-2	0%	7%	1%	2%	·	3%
c1ccc(-n2nnnc2SCc2cccc(CSc3nnnn3-c3ccccc3)n2)cc1	-17	99%	9	-3%	-1	-2%	-7%	1%	3%	3%	-1%
c1csc(-c2nc3nc4ccccc4nc3n2Cc2ccc3c(c2)OCO3)c1	-2	?	-5	-1%	-18	29%	?	-6%	2.7µM*	1%	0%
Cc1cc(C)c2cc(C(=O)N3CCC(N4CCCCC4)CC3)[nH]c2c1	1	-1%	-8	0%	·	1%	-1%	4%	2%	-4%	0%
NC(=O)C(c1ccccc1)c1ccc(C(=O)c2ccccc2)cc1 (stereo not given)	-2	12%	13	-6%	-2	0%	-8%	-4%	0%	7%	1%
CCc1ccccc1NC(=O)CN(C)C(=O)c1cccc(S(=O)(=O)N2CCCCCC2)c1	24	·	1	-2%	·	0%	4%	·	-2%	1%	9%
O=C1CC(c2ccccc2Cl)CC(O)=C1C=Nc1ccccc1 (stereo not given)	15	?	3	-1%	0	-4%	-2%	9%	?	-8%	0%
CN(CC(=O)Nc1ccc(F)cc1)C(=O)CN1C(=O)c2ccccc2C1=O	6	·	-2	2%	·	1%	0%	·	1%	10%	0%
Cc1csc(NC(=O)c2ccc3ccccc3n2)n1	-20	2.5µM*	6	?	3	0.5µM*	1.1µM*	7.1µM*	1.1µM*	-13%	-3%
O=C(Nc1ccccc1NC(=O)c1ccco1)c1ccco1	0	10%	·	0%	5	0%	1%	-4%	2%	-2%	0%
CC(=O)c1ccc(NC(=O)C2C3C=CC(O3)C2C(=O)O)cc1 (stereo not given)	-9	-7%	1	6%	2	1%	-3%	-4%	-1%	2%	1%
O=C(CCCOc1cccc(Br)c1)NC1CCC(O)CC1 (stereo not given)	-10	-6%	0	17%	·	21%	?	6%	?	-27%	5%
Cc1cc(OCC(=O)O)c2ccccc2n1	-5	-11%	13	3%	1	-1%	4%	-3%	1%	-2%	0%
C=CCn1c(SCC(=O)Nc2sccc2C(N)=O)nc2ccc(Cl)cc2c1=O	6	0%	-8	-4%	-2	0%	-6%	-17%	-2%	-4%	-3%
CCOc1ccccc1/C=N/Nc1ccnc(=O)[nH]1	-3	-30%	7	7%	2	5%	-5%[1.84 µM]	3%	-3%	-2%	-18%
COc1ccc(-c2nc3nc(C)cc(=O)n3[nH]2)cc1	-12	-13%	1	3%	0	-3%	18%	-9%	17µM*	-20%	3%
CC/C(O)=C1\C(=O)CCCC1=NCc1nc2ccccc2[nH]1	-1	12%	-1	2%	2	2%	-3%	1%	6%	-3%	-5%
CC1CC(C)CN(CC(O)COCc2ccccc2)C1 (stereo not given)	?	-8%	8	-2%	1	-3%	0%	2%	-1%	-1%	-1%
CN1CCN(C(=O)C2CCN(c3ncnc4c3nc3n4CCCCC3)CC2)CC1	-11	-10%	-11	-2%	-2	0%	11%	-3%	5%	-5%	1%
CCCCNC(=O)c1ccc(CS(=O)(=O)c2cccc(C(F)(F)F)c2)o1	13	36%	-1	1%	1	0%	-6%	-3%	16%	-6%	3%
